Rab7 wt GTP bind = alters GTP binding to wildtype dog Rab7; GST-Rab7 beads, fluorescent GTP binding, flow cytometry; actives lie on both sides; untreated = 100%, excess cold GTP = 0%; GTP binding activity (percent of control), % at 10 µM; actives 0.055% (n = 190,000); AID 758;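 active = fluorescent GTP binding to Rab7 beads changed by at least 20 points from the 100% baseline, either direction, mostly lower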;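 note: median green fluorescence of bound Bodipy-FL-GTP per Rab7 bead population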
Rab2 wt GTP = changes GTP binding to wildtype dog Rab2A, up or down. P61105. GST-Rab2 wt beads, Bodipy-GTP binding, flow cytometry. GTP binding activity, % at 10 µM. actives 0.19% (n = 190,000);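 active = GTP binding activity at least 20 points away from 100%, either lowered or raised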;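 note: 0% = beads with excess unlabeled GTP and 100% = no-compound control corrected for plate trend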
Avidin bead fluor = compound fluoresces at 488/530 nm on avidin beads; compound fluorescence 488/530 nm, flow cytometry; stronger effect = higher value; fluorescence (KMESF) at 10 µM; actives 0.38% (n = 220,000); in the data active = fluorescence above about 47; note: inactives centre near 10
Pf gamet viab = kills late stage P. falciparum gametocytes | P. falciparum stage V gametocytes, ATP luminescence, 24 h | inhibition, % at 10.9 µM | actives 0.065% (n = 150,000) | AID 743093;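 active = inhibition above the mean plus 3 SD of compounds within the control limits, set per campaign, cut at about 38% in these data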;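 note: 0% = DMSO wells and 100% = medium only without gametocytes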
HRas wt GTP = changes GTP binding to wildtype human HRas; GST-Ras wt beads, Bodipy-FL-GTP binding, flow cytometry; actives lie on both sides; actives 0.14% (n = 190,000); P01112; GTP binding activity, % at 10 µM;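 active = GTP binding activity at least 20% away from the 100% baseline, either lowered as inhibitor or raised as activator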;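 note: 0% = unlabeled GTP competition control and 100% = no-compound control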
Target sequence (P01112 whole entry, looked up): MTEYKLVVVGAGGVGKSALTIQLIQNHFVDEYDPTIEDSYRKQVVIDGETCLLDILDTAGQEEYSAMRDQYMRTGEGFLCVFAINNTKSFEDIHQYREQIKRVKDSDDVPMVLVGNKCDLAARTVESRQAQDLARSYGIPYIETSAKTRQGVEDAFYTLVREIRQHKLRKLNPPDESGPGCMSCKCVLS
Cdc42 wt = human Cdc42 wildtype GTP binding change, either direction | percent activity (GTP binding), % at 10 µM | actives 0.2% (n = 190,000) | GST-Cdc42 beads, Bodipy-GTP binding, flow cytometry; actives lie on both sides;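 active = percent activity GTP binding at least 20 points away from the 100% baseline, either down as inhibitor or up as activator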;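 note: median bead fluorescence of bound Bodipy-FL-GTP at 100 nM; 0% = excess unlabeled GTP control and 100% = no compound control; below 100% means less GTP binding so inhibitor and above means activator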
Target sequence (P60953 whole entry, looked up): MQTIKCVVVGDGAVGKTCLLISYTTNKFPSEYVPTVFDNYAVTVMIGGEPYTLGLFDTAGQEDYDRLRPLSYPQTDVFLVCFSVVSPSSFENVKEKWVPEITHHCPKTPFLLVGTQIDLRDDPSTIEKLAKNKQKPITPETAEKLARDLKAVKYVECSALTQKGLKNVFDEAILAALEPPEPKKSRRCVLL
GSH fluor = GSH bead compound fluorescence profile; actives 0.25% (n = 190,000); GSH beads flow cytometry, compound fluorescence 488/530 nm; stronger effect = higher value; AID 1776; fluorescence (KMESF) at 10 µM; in the data active = fluorescence above about 89;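 note: glutathione beads carrying GST-tagged Bcl family fusion proteins plus one bare bead set; values are compound well signal with DMSO vehicle wells as background; inactives centre near 16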
ABCB1 inh = human ABCB1 inhibition, ABCG2 as counter-screen; inhibition, % at 6.6 µM; AID 1326; actives 0.067% (n = 190,000); CCRF-Adr cells, JC-1 efflux, flow cytometry; in the data active = inhibition above about 40%;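 note: 0% = vehicle and 100% = reference inhibitor; higher value means more JC-1 retained so stronger ABCB1 efflux block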
ABCG2 inh = human ABCG2 inhibition, ABCB1 as counter-screen; Q9UNQ0; IgMXP3 cells, JC-1 efflux, flow cytometry; inhibition, % at 6.6 µM; actives 0.1% (n = 190,000); AID 1325;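 active = inhibition above 80%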;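 note: 0% = DMSO and 100% = nicardipine control wells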
Target sequence (Q9UNQ0 whole entry, looked up): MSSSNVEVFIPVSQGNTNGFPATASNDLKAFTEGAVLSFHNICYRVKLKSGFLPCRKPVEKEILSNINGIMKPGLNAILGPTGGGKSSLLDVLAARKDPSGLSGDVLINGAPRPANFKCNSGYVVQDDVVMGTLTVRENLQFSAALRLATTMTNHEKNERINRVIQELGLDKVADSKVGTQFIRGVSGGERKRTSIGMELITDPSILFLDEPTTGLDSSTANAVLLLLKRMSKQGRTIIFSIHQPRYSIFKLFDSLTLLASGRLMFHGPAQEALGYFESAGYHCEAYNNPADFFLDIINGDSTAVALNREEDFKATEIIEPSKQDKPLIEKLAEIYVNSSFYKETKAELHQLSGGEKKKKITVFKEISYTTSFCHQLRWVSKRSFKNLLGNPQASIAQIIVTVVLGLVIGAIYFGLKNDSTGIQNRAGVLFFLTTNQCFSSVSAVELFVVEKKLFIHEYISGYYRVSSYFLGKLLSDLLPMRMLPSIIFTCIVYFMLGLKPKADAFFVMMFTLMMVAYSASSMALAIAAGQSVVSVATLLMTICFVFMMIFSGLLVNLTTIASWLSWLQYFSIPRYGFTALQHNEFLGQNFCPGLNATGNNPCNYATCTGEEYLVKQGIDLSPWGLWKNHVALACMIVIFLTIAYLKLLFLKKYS
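Measure – % inhibition of efflux relative to nicardipine and DMSO · Test system – ABCG2 IgMXP3 and barcoded ABCB1 CCRF-Adr cell mix · Control set – nicardipine as high control, DMSO as low control · Compound – one concentration, 6.6 µM final · Signal – flow cytometry of retained JC-1 fluorescence · Timing – 10 min exposure at 25 °C with rotation, no wash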
Rac1 wt GTP bind = human Rac1 wildtype GTP binding, inhibitors and activators. P63000. GST-Rac1 beads, fluorescent GTP binding, flow cytometry; actives lie on both sides; 0 = cold GTP competed, 100 = untreated. GTP binding activity (% of control), % at 10 µM. actives 0.27% (n = 190,000);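 active = GTP binding activity at least 20 points away from the 100% control level, either lower or higher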
Rac1 mut GTP = human Rac1 activated mutant GTP binding change; AID 764; GST-Rac1 activated beads, fluorescent GTP binding, flow cytometry; actives lie on both sides; 100% means binding = to untreated wells; actives 0.11% (n = 190,000); P63000; percent activity (GTP binding), % at 10 µM;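 active = GTP binding at least 20 percentage points away from the 100% baseline, in either direction, so actives lie on both sides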
* = called active by the depositor; nt = no result given.

SMILES | Rab7 wt GTP bind | Rab2 wt GTP | Avidin bead fluor | Pf gamet viab | HRas wt GTP | Cdc42 wt | GSH fluor | ABCB1 inh | ABCG2 inh | Rac1 wt GTP bind | Rac1 mut GTP
COc1cc2[nH]c3c(=O)n(CCN4CCCCC4)cnc3c2cc1OC | 100 | 102 | 12 | -9 | 104 | 105 | 15 | 0.1 | 3 | 103 | 99
O=[N+]([O-])c1ccccc1Nc1ccc(O)cc1 | 108 | 101 | 9 | nt | 98 | 93 | 17 | 0.6 | 17 | 100 | 93
COc1ccc(NC(=S)Nc2nc(CC(=O)Nc3ccccc3OC)cs2)cc1 | 103 | 105 | 20 | -11 | 105 | 103 | 31 | -0.8 | 17 | 104 | 102
COc1cc(CNCc2c[nH]c3ccccc23)cc(OC)c1 | 99 | 99 | 8 | -19 | 98 | 96 | 8 | 1.1 | 3 | 95 | 96
OC[C@@H](O)C1OC2NC(=S)OC2C1O (stereo not given in full) | 104 | 102 | 11 | 10 | 101 | 98 | 28 | 0.2 | 0 | 101 | 98
CCN1CCc2c(sc(NC(=O)Nc3ccc(Cl)c(Cl)c3)c2C(N)=O)C1 | 106 | 102 | 14 | -5 | 104 | 103 | 12 | 39 | 136* | 107 | 104
CCOC(=O)c1sc(=NC(=O)c2ccc(C)cc2)n(C)c1C | 93 | 97 | 27 | -18 | 94 | 96 | 11 | -0.1 | 0 | 100 | 97
COc1ccc(NCc2ccc(OC)c(OC)c2)cc1 | 98 | 98 | 26 | nt | 99 | 101 | 23 | 1.2 | 7 | 103 | 97
Cc1cc(C)nc(N2CCCC(C(=O)Nc3nnc(C)s3)C2)n1 (stereo not given) | 102 | 99 | 8 | 4 | 101 | 101 | 49 | 1.2 | 7 | 101 | 100
CCOC(=O)c1c(C)[nH]c(C(=O)OCC(=O)Nc2ccc(OCC)cc2)c1C | 105 | 104 | 8 | nt | 105 | 105 | 10 | 0.3 | 3 | 112 | 102
CCOC(=O)c1ccc(S(=O)(=O)NCCN2CCOCC2)cc1 | 107 | 97 | 12 | 7 | 98 | 96 | 11 | 0.3 | 2 | 103 | 96
O=C(NCc1nc2ccccc2[nH]1)C1=C[C@@H](c2ccccc2)C[C@@H](OCc2ccc(CO)cc2)O1 | 104 | 99 | 7 | nt | 95 | 99 | 17 | 1.4 | 11 | 100 | 97
CC(C)c1ccc(/C=C/C(=O)Nc2nncs2)cc1 | 100 | 97 | 3 | nt | 97 | 99 | 11 | 0.0 | 22 | 101 | 98
O=[N+]([O-])c1ccc(N2CCN(S(=O)(=O)c3ccccc3[N+](=O)[O-])CC2)cc1N1CCc2ccccc2C1 | 100 | 97 | 6 | -12 | 97 | 103 | 11 | 1.3 | 14 | 102 | 98
Cc1ccc(-n2c(O)c(C=NC3CCS(=O)(=O)C3)c3ccccc3c2=O)cc1C (stereo not given) | 101 | 99 | 12 | nt | 100 | 99 | 33 | 0.9 | 6 | 100 | 97
CC(C)OCCCNC(=O)c1ccc(Br)cc1 | 104 | 103 | 6 | nt | 103 | 104 | 24 | 0.0 | 1 | 104 | 99
Cc1ccc(-c2nnc(SCC(=O)NNC(=O)COc3ccccc3C)n2C)cc1 | 94 | 97 | 13 | 3 | 97 | 98 | 4 | 0.3 | 11 | 102 | 100
O=C(c1ccc([N+](=O)[O-])cc1)N1CCN(Cc2ccccc2)CC1 | 99 | 102 | 13 | -44 | 101 | 100 | 16 | 0.8 | 10 | 104 | 100
CCOC(=O)C1CCN(Cc2ccc(OC)cc2OC)CC1 | 99 | 98 | 15 | 2 | 97 | 99 | 25 | 0.7 | 3 | 100 | 99
O=C(NC1CCCCCC1)c1ccc(OCC2CCCO2)cc1 (stereo not given) | 100 | 99 | 8 | -19 | 95 | 92 | 14 | 1.6 | 10 | 97 | 95

Random excerpt: 3 compounds from above
SMILES | Rab7 wt GTP bind | Rab2 wt GTP | Avidin bead fluor | Pf gamet viab | HRas wt GTP | Cdc42 wt | GSH fluor | ABCB1 inh | ABCG2 inh | Rac1 wt GTP bind | Rac1 mut GTP
COc1ccc(NCc2ccc(OC)c(OC)c2)cc1 | 98 | 98 | 26 | nt | 99 | 101 | 23 | 1.2 | 7 | 103 | 97
CCOC(=O)c1c(C)[nH]c(C(=O)OCC(=O)Nc2ccc(OCC)cc2)c1C | 105 | 104 | 8 | nt | 105 | 105 | 10 | 0.3 | 3 | 112 | 102
OC[C@@H](O)C1OC2NC(=S)OC2C1O (stereo not given in full) | 104 | 102 | 11 | 10 | 101 | 98 | 28 | 0.2 | 0 | 101 | 98

More records
SMILES | Rab7 wt GTP bind | Rab2 wt GTP | Avidin bead fluor | Pf gamet viab | HRas wt GTP | Cdc42 wt | GSH fluor | ABCB1 inh | ABCG2 inh | Rac1 wt GTP bind | Rac1 mut GTP
CCOc1ccccc1C(=O)NCC(=O)OCC(=O)NCCc1ccc(S(N)(=O)=O)cc1 | 98 | 98 | 6 | 2 | 99 | 105 | 45 | 0.1 | 1 | 107 | 100
CCN1CCc2c(OCC(=O)N3CCCc4ccccc43)cccc2C1=O | 103 | 99 | 13 | 4 | 96 | 97 | 21 | 0.6 | 1 | 97 | 96
Cc1ccc(C)c(NS(=O)(=O)c2cc(C(=O)NCCC3=CCCCC3)ccc2C)c1 | 99 | 101 | 13 | nt | 100 | 100 | 25 | 1.5 | 9 | 103 | 100
Cc1oc(C)c2c(=O)ccc3c(c12)OC(N)=C(C#N)C3c1ccccc1 (stereo not given) | 98 | 98 | 6 | -16 | 97 | 97 | 585* | 0.5 | 2 | 100 | 97
Cc1cc2ncn(CCC(=O)NC3CCCC3)c2cc1C | 106 | 99 | 9 | -25 | 100 | 99 | 19 | 0.5 | 6 | 96 | 94
S=C(NCc1ccccn1)Nc1cccc(Cl)c1 | 98 | 100 | 18 | nt | 98 | 100 | 14 | 1.1 | 12 | 106 | 99
O=C1Cc2cccc3cccc1c23 | 100 | 102 | 18 | nt | 101 | 101 | 37 | -0.9 | 4 | 103 | 97
Cc1cc(-n2c(C)cc(C(=O)CSc3ccc4c(c3)OCCO4)c2C)no1 | 98 | 100 | 9 | nt | 100 | 102 | 12 | -3.8 | -5 | 102 | 99
CCN(CC)S(=O)(=O)c1ccc(N2CCOCC2)c(NCC(=O)Nc2ccc(F)cc2)c1 | 96 | 96 | 9 | -6 | 97 | 95 | 24 | 0.4 | 4 | 94 | 96
Cc1cccc(N2CCN(C(=O)c3ccc(Cl)c(S(=O)(=O)N4CCc5ccccc5C4)c3)CC2)c1C | 99 | 101 | 13 | nt | 100 | 99 | 9 | 1.3 | -3 | 101 | 101
CC(c1ccccc1)C1CC(=O)N(Cc2ccco2)C1=O (stereo not given) | 96 | 98 | 5 | -21 | 99 | 95 | 54 | -0.1 | 0 | 99 | 95
C=C(C)COc1ccc(-c2n[nH]c(C)c2Oc2ccccc2OC)c(O)c1 | 97 | 100 | 38 | nt | 100 | 98 | 24 | 0.9 | 30 | 103 | 99
CCCC1=NN(c2ccc([N+](=O)[O-])cc2)C(=O)/C1=C/N(C)C | 100 | 101 | 10 | 12 | 103 | 101 | 18 | 0.8 | 27 | 104 | 102
COc1ccc(N2CCN(C(=O)CSc3nnc4c(C)cc5ccc(C)c(C)c5n34)CC2)cc1 | 94 | 95 | 14 | nt | 96 | 96 | 18 | 0.8 | 2 | 96 | 96
CNC(=O)CSCCn1c(SCC(=O)NC)nc2ccccc2c1=O | 94 | 96 | 10 | nt | 97 | 97 | 25 | -0.2 | 0 | 95 | 93
Cn1cc(Br)c(C(=O)Nc2ncc(Br)s2)n1 | 92 | 92 | 0 | 0 | 92 | 92 | 8 | 0.0 | 1 | 97 | 97
CC(=O)Nc1ccc(S(=O)(=O)N2CCC(=O)Nc3ccccc32)cc1 | 98 | 97 | 7 | 13 | 99 | 97 | 12 | 8.3 | 10 | 99 | 98
CS(=O)(=O)N(CC(=O)Nc1ccccc1C(=O)N1CCCC1)c1cccc([N+](=O)[O-])c1 | 95 | 97 | 12 | 4 | 96 | 96 | 14 | 1.5 | 2 | 96 | 94
CC1(C)CC(=O)C(N=Nc2cc(C(F)(F)F)ccc2Cl)=C(O)C1 | 90 | 93 | 26 | -7 | 92 | 92 | 33 | 0.2 | 1 | 94 | 96
Cc1cc(C)n(-c2ccc(C(=O)NCc3cccs3)cc2)n1 | 95 | 95 | 9 | 34 | 96 | 93 | 7 | 0.2 | 2 | 102 | 94
O=C(CSc1ncccn1)N/N=C/c1cccs1 | 103 | 101 | 10 | nt | 101 | 102 | 35 | 0.8 | 20 | 104 | 98
Cc1ccc(NC(=S)Nc2cccnc2)c(S(=O)(=O)N2CCCCC2)c1 | 100 | 98 | 23 | -23 | 99 | 99 | 12 | -1.0 | -3 | 102 | 96
CCOc1ccc(C2c3c(oc4cc(C)c(C)cc4c3=O)C(=O)N2CCCN(C)C)cc1OC (stereo not given) | 97 | 102 | 5 | nt | 101 | 102 | 12 | 0.2 | 1 | 104 | 99
O=C(Nc1cc(C(F)(F)F)ccc1N1CCOCC1)c1ccccc1 | 99 | 102 | 4 | nt | 103 | 105 | 17 | nt | nt | 103 | 100
CN1C(=O)C(O)(CC(=O)/C=C/c2ccco2)c2cc(Br)ccc21 (stereo not given) | 103 | 98 | 4 | 1 | 98 | 98 | 15 | 1.1 | 0 | 101 | 99
CCOC(=O)C1=C(O)c2ccccc2C(=O)/C1=C\c1ccc(C)cc1 | 98 | 95 | 11 | nt | 96 | 89 | 14 | 1.5 | 8 | 99 | 89
CN(C)CCCNc1ccc(-c2nn(C)c(=O)c3ccccc23)cc1[N+](=O)[O-] | 97 | 97 | 9 | 7 | 96 | 98 | 15 | 0.6 | 7 | 101 | 96
CCOc1ccccc1/C=N/NC(=O)c1ccc(Cn2cc([N+](=O)[O-])cn2)o1 | 96 | 95 | 6 | -13 | 96 | 96 | 32 | 0.3 | -1 | 96 | 93
CC(/C=C/C1(O)C(C)CC(=O)CC1(C)C)OC1OC(CO)C(O)C(O)C1O (stereo not given) | 105 | 98 | 7 | nt | 98 | 98 | 21 | 0.4 | 0 | 98 | 97
C/C(Cl)=C\Cn1c(NCCc2ccccc2)nc2c1c(=O)n(C)c(=O)n2C | 98 | 97 | 25 | nt | 99 | 102 | 14 | 0.0 | 0 | 103 | 99
CC(C)(C)c1ccc(OCC(=O)Nc2ccc(-c3nc4cccnc4o3)cc2)cc1 | 93 | 97 | 4 | -9 | 96 | 99 | 40 | -0.1 | 0 | 99 | 99
c1ccc2sc(Nc3nc4cc5c(cc4s3)OCO5)nc2c1 | 98 | 92 | 8 | nt | 94 | 98 | 4 | -1.4 | -8 | 100 | 96
O=C(NC(=S)Nc1ccc(CN2CCOCC2)cc1)c1cc2ccccc2o1 | 102 | 101 | 5 | -20 | 102 | 102 | 11 | 0.4 | 4 | 104 | 101
CC1(C)CC(=O)c2cc(C(=O)NC3CCSC3=O)c(=O)n(-c3ccccc3)c2C1 (stereo not given) | 100 | 98 | 45 | nt | 99 | 100 | 22 | 0.6 | 1 | 101 | 98

Screening data: PubChem BioAssay, several laboratories
